# TWEAK-Fn14 inh – blocks TWEAK-Fn14 interaction in a reporter cell assay | TWEAK-stimulated Fn14 reporter cells, luciferase luminescence, 8 h | inhibition, % at 10 µM | 2% of 360,000 active | AID 1159606; in the data active means inhibition above about 50%
# NCOA1 inh – inhibits human SRC1 coactivator | 0.12% of 360,000 active | Q15788 | HEK293 GAL4-SRC1 luciferase reporter, luminescence | AID 588354 | inhibition, % at 3.6 µM;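 active means inhibition above the campaign mean plus 3 SD, with each screening campaign given its own cutoff, cut at about 60% in these data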;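 further: 0% = DMSO treated cells and 100% = gossypol at 36 µM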
# NR5A2 inv ag – inverse agonists of human LRH-1 (NR5A2). HEK293T StAR-luciferase reporter, LRH-1 transfected, 24 h. 0.13% of 360,000 active. inhibition, % at 3.6 µM. AID 602396;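 active means inhibition above the mean inhibition of all tested compounds plus 3 SD, cut at about 73% in these data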;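 further: 0% = DMSO wells and 100% = reporter-only cells lacking LRH-1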
# Target sequence (O00482 whole entry, looked up): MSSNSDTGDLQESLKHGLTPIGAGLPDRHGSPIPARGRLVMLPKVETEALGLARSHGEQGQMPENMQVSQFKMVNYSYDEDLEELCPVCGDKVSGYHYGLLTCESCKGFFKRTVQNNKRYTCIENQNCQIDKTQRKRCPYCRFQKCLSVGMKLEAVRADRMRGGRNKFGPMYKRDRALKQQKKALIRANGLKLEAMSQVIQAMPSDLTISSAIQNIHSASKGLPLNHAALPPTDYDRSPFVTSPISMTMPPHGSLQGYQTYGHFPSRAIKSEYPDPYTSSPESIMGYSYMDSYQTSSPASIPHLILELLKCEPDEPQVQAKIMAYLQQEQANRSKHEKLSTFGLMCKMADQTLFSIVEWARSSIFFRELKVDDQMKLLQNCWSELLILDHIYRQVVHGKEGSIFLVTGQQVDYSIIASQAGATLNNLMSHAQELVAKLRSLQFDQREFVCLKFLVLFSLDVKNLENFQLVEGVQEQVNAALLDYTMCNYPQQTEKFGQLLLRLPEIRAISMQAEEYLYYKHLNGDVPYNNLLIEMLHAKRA
# Shn3 3UTR inh – Schnurri-3 reporter inhibition in Clone20 osteoblasts; Clone20 osteoblast Shn3 3'UTR firefly luciferase, 24 h; 0.52% of 360,000 active; inhibition, % at 12.5 µM;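 active means mean inhibition of at least 75% with every replicate also reaching 75%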;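 further: 0% = median of neutral control wells and 100% = pilot-screen positive control compound; some compounds past the cut are filed as inactive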
# TRAIL sens C8 – sensitizes caspase-8 expressing cells to TRAIL. NB7+C8 cells + TRAIL, ATPlite viability luminescence. inhibition (viability loss, TRAIL sensitization), % at 10 µM. 1% of 360,000 active;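 active means compounds causing at least 50% loss of cell viability in the single-dose screen, relative to plate controls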
# CF NFkB block – inhibitors of cystic fibrosis induced NF-kB; KKLEB NF-kB-GFP reporter, PAF-induced, GFP fluorescence overnight; inhibition, % at 5 µM; 0.86% of 360,000 active; AID 588850;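 active means at least 50% inhibition at 5 µM, scaled per plate between neutral and stimulator controls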;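 further: PAF is a Pseudomonas aeruginosa culture filtrate used as stimulus; plate controls were PAF-stimulated DMSO wells for no effect and unstimulated DMSO wells for full effect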
# LMP1 NFkB inh – Epstein-Barr LMP1 NF-kappaB reporter inhibition; LMP1-induced NF-kappaB luciferase reporter cells, luminescence; AID 504558; inhibition, % at 12.5 µM; 0.69% of 350,000 active; in the data active means inhibition above about 41%;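 further: 0% = neutral control wells and 100% = reference inhibitor control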
# KKLEB tox – CF airway cell cytotoxicity counter-screen. activity change (cytotoxicity), % at 5 µM. AID 602141. KKLEB CF airway cells viability, ATPlite luminescence, overnight; stronger effect = lower value; cells stimulated with P. aeruginosa culture filtrate. 0.36% of 360,000 active;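 active means corrected activity change at or below -50% at 5 µM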
# TROY signal inh – inhibitors of TROY-dependent NF-kB signaling; Q293 LMP1-TROYcd NF-kB luciferase reporter, 4 h; AID 1347056; inhibition, % at 10 µM; 0.98% of 360,000 active;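 active means compounds whose plate-normalised and pattern-corrected inhibition of the luciferase reporter signal at the single screening dose is 50% or more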
# NCOA3 inh – inhibitors of human steroid receptor coactivator 3 (SRC3); Q9Y6Q9; HEK293 GAL4-SRC3 luciferase reporter, luminescence; inhibition, % at 3.6 µM; 0.17% of 360,000 active;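 active means inhibition above a per-campaign cutoff, the mean of all compounds plus 3 SD, cut at about 60% in these data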;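 further: 0% = DMSO-treated cells and 100% = gossypol-treated cells at 36 µM; higher means less SRC3-driven luciferase light from the GAL4 reporter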
# NR2F2 inh – blocks human COUP-TFII nuclear receptor; P24468; HEK293T NGFI-A luciferase reporter, luminescence; inhibition, % at 8.6 µM; 0.7% of 370,000 active; AID 686940;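 active means inhibition above a per-plate cutoff, mean inhibition of test wells between control levels plus 3 SD, cut at about 38% in these data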;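 further: cells cotransfected with COUP-TFII expression vector driving the NGFI-A reporter; 0% = median of COUP-TF2 test wells and 100% = reporter-only cells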
# Target sequence (P24468 whole entry, looked up): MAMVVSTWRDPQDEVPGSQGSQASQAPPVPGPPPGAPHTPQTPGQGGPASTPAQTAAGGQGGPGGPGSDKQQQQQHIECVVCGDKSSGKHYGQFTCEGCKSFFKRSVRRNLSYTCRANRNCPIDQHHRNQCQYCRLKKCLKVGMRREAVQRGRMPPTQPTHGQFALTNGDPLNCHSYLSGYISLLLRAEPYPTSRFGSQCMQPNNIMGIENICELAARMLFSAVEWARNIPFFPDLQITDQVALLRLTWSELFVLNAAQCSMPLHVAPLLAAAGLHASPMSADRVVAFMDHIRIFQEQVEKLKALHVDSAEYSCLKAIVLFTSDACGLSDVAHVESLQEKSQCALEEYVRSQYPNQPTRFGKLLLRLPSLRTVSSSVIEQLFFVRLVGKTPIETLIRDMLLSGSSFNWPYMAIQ
# Active calls of the source: *; / = no result given. These rows are one share of the data. The share of hits here may be higher or lower than overall.
SMILES,TWEAK-Fn14 inh,NCOA1 inh,NR5A2 inv ag,Shn3 3UTR inh,TRAIL sens C8,CF NFkB block,LMP1 NFkB inh,KKLEB tox,TROY signal inh,NCOA3 inh,NR2F2 inh
CN(Cc1ccccc1)C(=O)c1ccc(NC(=O)Cc2ccc(NC(=O)C3CCN(S(=O)(=O)c4cccc([N+](=O)[O-])c4)CC3)cc2)cc1,8,7,-28,51,19,-2,-9,10,4,11,7
CCn1ccnc1CN(C)Cc1cn(-c2ccccc2)nc1-c1ccc(OC)cc1F,-14,-10,19,7,2,8,-8,5,-36,22,4
C=CCn1ccc(=NC=C(C#N)C#N)c2ccccc21,-22,8,4,-7,-5,-13,-2,8,-9,22,8
Cc1nc(NC(=O)C(C)(C)C)sc1C(=O)Cn1cc(CCCC#N)nn1,18,/,-17,/,-9,/,/,/,-10,/,-30
O=c1c2c3c(sc2nc2n1CCCC2)CCCCC3,-12,-43,-39,-12,13,-3,-16,-2,-39,-40,-35
CC(C)C(=O)N(c1ccc2oc(=O)sc2c1)S(=O)(=O)c1ccccc1,4,-8,7,4,1,-10,-5,28,23,9,9
Cc1cc(C)nc(NC(=O)c2ccc(C)o2)n1,15,-4,-1,-7,-11,18,-4,0,0,7,3
CCN(CC)C(=O)[C@H]1CC(CC(=O)NCCC2=CCCCC2)C(=O)N2CCc3c([nH]c4ccccc34)[C@]12C (stereo partly drawn),9,-7,9,14,5,-6,-10,4,13,12,10
O=S(=O)(Nc1ccc2c(c1)OCCO2)c1cccc2nsnc12,95*,26,12,54,11,8,38,2,84*,23,2
Cc1cc(C)nc(NC(=O)CCCC(=O)O)c1,0,9,-2,-29,4,-9,-2,0,-2,10,6
COc1ccc(NC(=O)C2CCN(S(=O)(=O)c3cccs3)CC2)cc1OC,7,-5,14,0,-4,-1,-3,13,-9,22,2
COc1cc(/C=C/C(=O)N(C)CC(=O)Nc2ccccc2SC)cc(OC)c1OC,9,4,-8,0,-5,34,4,-12,7,12,-23
O=C(COc1ccccc1)Nc1c2c(nn1-c1ccc(F)cc1)CS(=O)(=O)C2,-3,-17,-4,-2,8,4,-4,-17,16,6,1
CCOC(=O)N1CCN(C(=O)CN(Cc2ccccc2)S(C)(=O)=O)CC1,1,-4,-5,2,-20,8,-23,-10,0,10,0
CCCn1c(/N=C/c2ccccc2O)nc2ccccc21,20,-4,11,-9,-11,-10,6,4,11,18,10
NC(=O)C1=C[C@@H](c2ccc(C(F)(F)F)cc2)C[C@@H](OCc2ccc(CO)cc2)O1,2,12,-22,-12,-16,15,5,-5,-5,9,-7
CNC(=O)NC(=O)C(C)OC(=O)c1cc2c(s1)CCCCC2 (stereo not drawn),12,-18,-9,4,-2,26,6,4,-12,-3,-2
O=C(Nc1cccc(Cl)c1N1CCOCC1)c1ccco1,9,6,10,11,3,-3,-2,4,2,15,13
CSCCC(NC(=O)c1ccccc1)C(=O)N1CCN(C(=O)c2ccccc2)CC1 (stereo not drawn),-3,0,-4,0,-6,7,8,4,-16,10,-9
CC(C)N1CCC(N2CCN(C/C=C/c3ccc(F)cc3)CC2CCO)CC1 (stereo not drawn),8,-3,1,10,3,7,7,-25,12,-5,5
Cc1ccc(/C=C/C2=NN(Cc3ccccc3Cl)C(=O)CC2)cc1,-22,-10,-22,5,-10,2,2,-16,8,14,7
COc1ccc(OC)c(CN2CCC(C(=O)N(C)CCc3ccc(OC)c(OC)c3)CC2)c1,-1,4,12,4,1,-6,-7,-2,-11,2,-1
CC(=O)c1ccc(NC(=O)CNC2CCCCC2)cc1,12,-16,-17,7,7,7,0,-13,-11,-1,-34
Cc1ccc(-n2c(C)cc(/C([O-])=C(/C(=S)Nc3ccc(F)c(Cl)c3)[n+]3ccccc3)c2C)cc1,-3,-5,-9,0,-11,-2,10,-5,-28,-9,0
O=C(NC1CCCCC1)NC1CCN(CC(=O)N2CCOCC2)CC1,2,4,14,-2,-3,0,-7,2,5,12,-6
SMILES,TWEAK-Fn14 inh,NCOA1 inh,NR5A2 inv ag,Shn3 3UTR inh,TRAIL sens C8,CF NFkB block,LMP1 NFkB inh,KKLEB tox,TROY signal inh,NCOA3 inh,NR2F2 inh
O=C(NCc1ccc(Cl)cc1)c1cc(=O)[nH]c2ccc(S(=O)(=O)N3CCOCC3)cc12,-17,-29,-12,57,4,26,-3,-3,-18,-7,8
S=C(NCc1cccs1)Nc1ccccc1,-10,21,-2,-16,12,15,-2,-8,-7,1,10
CCOc1ccc(/C=C/C(=O)N(CC)CC(=O)Nc2ccc3c(c2)OCCO3)cc1OC,9,-24,36,7,-11,-8,11,7,-2,4,2
C=CCOC(=O)C1=C(C)NC(=O)NC1c1ccc(OC(=O)c2ccco2)c(OC)c1 (stereo not drawn),-15,11,12,-8,-7,6,0,-7,1,1,6
COc1ccc(OCc2nnc(NC(=O)Nc3ccccc3F)s2)cc1,-14,1,16,-14,1,15,7,-1,-1,12,-2
O=C(CN1C(=O)NC2(CCc3ccccc32)C1=O)c1ccc2c(c1)OCCO2 (stereo not drawn),-9,-11,-17,-6,11,0,2,1,-19,-25,-7
CCOC(=O)c1ccccc1NC(=O)CSc1cccc[n+]1[O-],-3,-31,1,-12,1,-29,-5,1,17,7,-20
COC(=O)C1=C(N)OC2=C(C(=O)CCC2)C1c1ccccc1OC (stereo not drawn),1,-1,6,-8,-27,0,2,-3,-8,10,9
COc1ccc(-c2noc(CCCCC(=O)N3CCN(c4cc(C)ccc4C)CC3)n2)cc1,64*,25,40,92*,19,23,37,-4,44,21,82*
COc1cc(C(=O)N2C(=O)CCC2=O)cc(OC)c1OC,3,-5,-19,5,10,-3,6,-4,-6,-12,6
Cn1c(SCC(=O)N2CCOCC2)nc2sc3c(c2c1=O)CCCC3,-11,-35,8,10,-11,-10,-4,-7,-17,8,10
CCOC(=O)Cc1csc(NC(=O)CCN2C(=O)c3cccc([N+](=O)[O-])c3C2=O)n1,2,-22,-9,5,-17,-9,0,4,4,13,-17
Cc1cc([N+](=O)[O-])cc(C)c1OCC(=O)N/N=C/c1ccc(OC(=O)c2ccccc2Br)cc1,-10,-5,5,-8,1,0,-8,4,-28,14,9
CCCCOc1ccc(NC(=O)CN2CCN(CC)CC2)cc1,-12,-1,7,17,8,7,-11,-2,-18,2,-6
O=C(N/N=C/c1ccc[nH]1)c1cc(-c2cccs2)nc2ccccc12,-1,-22,-9,2,5,-39,2,-5,-8,-8,3
O=C(Nc1ccc(NS(=O)(=O)c2ccccc2)cc1)c1ccccc1,42,0,14,18,10,1,2,2,-16,1,1
c1ccc(CN(CCN2CCOCC2)Cc2ccccc2)cc1,10,-8,-15,36,11,11,4,-8,7,-18,4
N#CCCn1cc(C(=O)Nc2ccc([N+](=O)[O-])cc2)c(-c2cccs2)n1,-1,14,40,3,-7,-18,-8,2,14,3,-4
CCC(=O)Nc1ccc(C(=O)OCc2ccccc2)cc1,-36,-11,-28,-5,2,-3,0,-7,-56,-30,-11
COc1ccc(C(=O)Nc2ccc(S(=O)(=O)N3CCOCC3)cc2)cc1,-5,-39,13,16,-4,-9,/,12,2,8,1
Cc1cc(Nc2ccc(Cl)cc2)n(-c2cccc(Cl)c2)n1,4,-5,-1,-2,13,-12,-20,10,5,5,9
O=C(CN1CCc2ccccc2C1)NC1CCCC1,-14,-2,12,-15,0,4,-7,4,-13,-5,-6
COc1ccc(OC)c(Nc2nc(NCCC(C)C)nc(N)c2[N+](=O)[O-])c1,-1,-13,-2,-24,-4,-4,-5,2,-5,12,3
COC(=O)CSc1nc(NCc2ccccc2)nc(N(C)C)n1,-26,9,8,-3,0,4,4,7,7,-3,9
N/C(=N/OC(=O)c1cccc([N+](=O)[O-])c1)c1cccc([N+](=O)[O-])c1,-26,-6,18,-54,-17,-16,-36,-17,-45,19,4
SMILES,TWEAK-Fn14 inh,NCOA1 inh,NR5A2 inv ag,Shn3 3UTR inh,TRAIL sens C8,CF NFkB block,LMP1 NFkB inh,KKLEB tox,TROY signal inh,NCOA3 inh,NR2F2 inh
COc1cc(NS(C)(=O)=O)c(OC)cc1NC(=O)c1cccc(F)c1,1,12,4,-10,-5,4,-1,-3,-14,1,8
COc1cccc(OCc2cc(C(=O)N(C)CCC3CCCCO3)no2)c1 (stereo not drawn),-21,-28,-35,-28,5,15,-11,1,-34,-5,-18
C=C(C)CSc1nnc2[nH]c(=O)cc(N)n12,-13,1,4,3,6,9,-6,-2,4,9,-14
CC1(C)OC(=O)C2=C(C[C@@H](C3CCCCC3)O[C@H]2c2ccc(F)cc2)O1,13,11,11,1,8,-1,/,5,-7,8,-15
COc1ccc2c(c1)CCC1C2CCC2(C)C(O)C(=O)CC12 (stereo not drawn),5,-9,18,-4,-10,1,4,4,-2,-14,7
Cc1nc(SCCc2nc3ccccc3[nH]2)c2oc3ccccc3c2n1,-9,-25,2,3,-16,-10,1,12,-17,-42,-6
COc1cccc(-c2nnc(-c3ccco3)o2)c1,17,-74,-161,-53,20,9,-10,-4,-45,-69,-60
CC(C)Cc1oc(C(=O)O)cc1CN,12,-8,-13,-11,-2,1,6,-3,-1,13,-3
COc1ccc(/C=C2/S/C(=N/S(=O)(=O)Cc3ccccc3)NC2=O)cc1OC,-21,-23,12,-17,-37,22,-10,-5,7,5,11
CCCOc1cccc(CN2CCCCC2c2cccnc2)c1 (stereo not drawn),13,-91,-20,18,-2,6,3,0,-4,9,-33
COc1ccc(/C=C/C(=O)OCC(=O)NC(=O)NC(C)(C)C)cc1,-4,-16,-11,3,-1,20,-1,-16,-5,1,1
O=C(CCc1nc(-c2ccc(F)cc2)no1)NCc1ccccc1CN1CCOCC1,-11,-2,-6,4,-1,-7,-16,13,-8,-6,7
COc1ccc(C(=O)C=Cc2cccs2)c(O)c1,10,-60,-50,-29,-5,-27,-20,14,-73,-75,-23
CCSCCc1nnc(NC(=O)Nc2cccc(C(F)(F)F)c2)s1,64*,44,6,43,44,70*,5,-56*,63*,39,8
Cc1ccc(CNC(=O)C(=O)NCC2OCCN2C(=O)c2cccs2)cc1 (stereo not drawn),-2,-6,-17,-5,0,-5,3,15,10,8,-1
Fc1ccccc1Nc1nc(Cl)nc(Cl)n1,-11,2,-4,-13,-1,9,5,2,-3,-8,0
O=C(CCN1CCOCC1)N1CCCC(Nc2ccc(F)cc2)C1 (stereo not drawn),-14,4,-3,-6,8,5,-1,-1,-9,19,6
N#CC(C(=O)CCN1C(=O)C2CC=CCC2C1=O)c1nc2ccccc2[nH]1 (stereo not drawn),-10,6,-26,-7,-3,9,-7,2,-8,20,1
Cc1cc(C)nc(N2CCN(S(=O)(=O)c3ccc(F)cc3)CC2)n1,-3,9,13,26,3,-5,3,2,5,-7,13

# In the list so far, two have a CF3 group:
SMILES,TWEAK-Fn14 inh,NCOA1 inh,NR5A2 inv ag,Shn3 3UTR inh,TRAIL sens C8,CF NFkB block,LMP1 NFkB inh,KKLEB tox,TROY signal inh,NCOA3 inh,NR2F2 inh
NC(=O)C1=C[C@@H](c2ccc(C(F)(F)F)cc2)C[C@@H](OCc2ccc(CO)cc2)O1,2,12,-22,-12,-16,15,5,-5,-5,9,-7
CCSCCc1nnc(NC(=O)Nc2cccc(C(F)(F)F)c2)s1,64*,44,6,43,44,70*,5,-56*,63*,39,8

# Screens: PubChem, several laboratories
